# HSF1 activator: HSF-1 activators, primary screen, NIH3T3-HGL cells, MG132 stress, luminescence, single point; NIH3T3-HGL HSF-1 luciferase reporter, 8 h; 100% = twice DMSO control signal; activation, % at 9 µM; hit rate 1.7% among 300,000;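 active means mean replicate activation of at least 50% with a set share of replicates each reaching 50%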;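 further: 0% = median of the neutral control wells and 100% = twice that signal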
# GSK3beta inhib: human GSK3beta kinase inhibitors, primary screen, biochemical, cell-free homogeneous, HTS; Glycogen synthase kinase-3 beta (Homo sapiens), P49841; GST-GSK3beta kinase, ADP-Glo luminescence, 60 min; hits give low values; activity score (negative = inhibition), % at 10 µM; hit rate 0.038% among 300,000; AID 2097, 2009;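 active means more than half of replicate wells score below -50%, meaning over 50% inhibition versus plate controls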;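 further: 0% = median DMSO wells and -100% = median GW8510 positive control wells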
# Target sequence (P49841 whole entry, looked up): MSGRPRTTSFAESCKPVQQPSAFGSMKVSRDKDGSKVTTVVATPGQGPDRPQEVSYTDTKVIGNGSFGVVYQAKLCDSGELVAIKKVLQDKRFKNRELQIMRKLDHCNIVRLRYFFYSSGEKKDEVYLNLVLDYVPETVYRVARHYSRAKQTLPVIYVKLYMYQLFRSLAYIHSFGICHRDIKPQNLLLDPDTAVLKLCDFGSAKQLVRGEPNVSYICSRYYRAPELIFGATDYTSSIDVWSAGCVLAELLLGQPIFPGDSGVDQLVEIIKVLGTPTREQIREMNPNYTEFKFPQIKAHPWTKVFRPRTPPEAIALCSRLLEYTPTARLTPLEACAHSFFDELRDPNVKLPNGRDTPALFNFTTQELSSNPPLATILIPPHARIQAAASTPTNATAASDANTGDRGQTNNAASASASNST
#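 Test system: GST-tagged human GSK3beta kinase, cell-free; evaluation: activity score scaled between in-plate DMSO and GW8510 controls; measured by: ADP-Glo luminescence; incubation: 60 min reaction, RT; benchmarks: DMSO and 20 µM GW8510; reagent: peptide substrate plus 25 µM ATP (final); medium: Tris/MgCl2 kinase buffer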
# AI-2 QS mod: Vibrio harveyi AI-2 quorum sensing modulators, primary screen, JMH597 strain, luminescence/OD600 ratio | Vibrio harveyi JMH597 AI-2 luminescence/OD600 ratio, 9 h; hits give low values; strain lacks LuxN and CqsS sensors; 0 = neutral-control median | activity change, % at 7.5 µM | hit rate 0.4% among 300,000; in the data active means activity change below about -75%, passing the limit was not always enough;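 further: luminescence divided by OD600 gain over 9 h not by final OD600 alone; inactives centre near 13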
# KLF5 inhibitor: KLF5 expression inhibitors, primary screen, DLD-1 cells, luminescence; DLD-1 KLF5 promoter-luciferase reporter; inhibition, % at 5 µM; hit rate 0.23% among 290,000;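 active means inhibition above a per-plate limit of that plate's mean compound inhibition plus 3 SD, cut at about 60% in these data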;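 further: 0% = DMSO wells and 100% = LY294002 at 200 µM; higher means less KLF5 promoter-driven luciferase light; inactives centre near -14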
# HSP90 inh: HSP90 inhibitors, primary screen, cell lysate, luminescence; Heat shock protein HSP 90 (rabbit reticulocyte lysate; luciferase refolding); Rabbit reticulocyte lysate, luciferase refolding luminescence, 3 h; inhibition, % at 5.6 µM; hit rate 0.91% among 290,000;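 active means inhibition above the screen-wide mean plus 3 SD, computed separately per campaign, cut at about 16% in these data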;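 further: 0% = DMSO wells and 100% = 60 µM geldanamycin wells; inhibitors lower the luminescence because luciferase stays unfolded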
# HIF activator: HIF pathway transcriptional activators, primary screen, cell-based, U2OS HRE-luciferase, luminescence; U2OS HRE-luciferase reporter; normalized: DMSO 0%, desferrioxamine 100%; activation, % at 7.5 µM (by protocol); hit rate 0.32% among 300,000; AID 1910, 2009;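 active means mean activation of at least 10% of the iron chelator positive control signal, with at least half of replicates also reaching 10%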
# aSyn UTR inh: MLPCN primary screen, SNCA 5' untranslated region. alpha-synuclein 5'UTR reporter, inhibitor activity. inhibition, % (tested at 7.5 µM). hit rate 0.82% among 300,000. AID 1813, 2009; in the data active means inhibition above about 60%;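 further: H4 neuroglioblastoma cells stably carrying SNCA 5'UTR luciferase fusion; 0% = DMSO wells and 100% = positive control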
# IEC-6 cytotox: cytotoxicity in IEC-6 intestinal epithelial cells, primary screen, cytotoxicity control for KLF5 inhibitor project, cell-based, luminescence. IEC-6 cytotoxicity, luminescence viability. hit rate 0.78% among 290,000. inhibition, % at 5 µM; in the data active means inhibition above about 22%;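 further: 0% = plate median of test compound wells and 100% = cytotoxic reference compound wells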
# HSF1 inhib: HSF1 inhibitors in luciferase reporter cells, primary screen, cell-based, NIH3T3, luminescence. NIH3T3-HGL HSE-luciferase, MG132-induced, luminescence 8 h; hits give low values. activity change, negative = inhibition, % at 7.5 µM (by protocol). hit rate 0.77% among 300,000;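 active means more than half of replicate wells show activity change below -50%, luminescence cut by over half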;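 further: luciferase reports HSF-1 transcriptional activity via heat shock element; 0% = median of DMSO wells and -100% = zero luminescence signal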
# GSK3 alpha inh: blockers of GSK3A enzyme activity – biochemical, luminescence, cell-free homogeneous, HTS, primary screen; GSK-3 alpha kinase, ADP-Glo luminescence, 60 min; hit rate 0.1% among 320,000; inhibition, % at 10 µM; AID 2650, 2010;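 in the data active means inhibition above about 50%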;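 further: GST-tagged GSK-3 alpha with peptide substrate and 25 µM ATP; 0% = DMSO neutral wells and 100% = GW8510 positive control wells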
# Target sequence (P49840 whole entry, looked up): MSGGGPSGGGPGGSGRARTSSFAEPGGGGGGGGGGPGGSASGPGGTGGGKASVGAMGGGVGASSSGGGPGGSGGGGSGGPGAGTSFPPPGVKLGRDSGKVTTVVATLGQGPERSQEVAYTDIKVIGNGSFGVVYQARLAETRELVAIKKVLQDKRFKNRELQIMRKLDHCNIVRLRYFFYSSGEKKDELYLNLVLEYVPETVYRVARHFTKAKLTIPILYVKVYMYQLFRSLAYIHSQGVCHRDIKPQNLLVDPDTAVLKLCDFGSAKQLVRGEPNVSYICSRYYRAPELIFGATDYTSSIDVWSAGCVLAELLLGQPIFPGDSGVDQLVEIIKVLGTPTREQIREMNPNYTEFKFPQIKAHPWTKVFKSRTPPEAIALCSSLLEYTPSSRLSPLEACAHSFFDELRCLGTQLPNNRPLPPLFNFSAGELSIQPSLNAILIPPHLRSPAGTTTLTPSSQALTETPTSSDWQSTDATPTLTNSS
# Numbers without * were called inactive; . = no result given.
SMILES,HSF1 activator,GSK3beta inhib,AI-2 QS mod,KLF5 inhibitor,HSP90 inh,HIF activator,aSyn UTR inh,IEC-6 cytotox,HSF1 inhib,GSK3 alpha inh
CCOc1ccccc1NC(=O)C(OC(=O)c1ccc(O)cc1)c1ccccc1 (stereo unspecified),1,0,27,-16,0,0.2,-62,6,-4,-1
O=C(CCC(=O)N1CCOc2ccccc21)NCCc1ccccc1,-2,3,31,-28,-2,0.8,-12,-5,-3,-3
CCN(CC)C(=O)CSc1nc2c(sc(=S)n2-c2ccccc2)c(=O)n1-c1ccc(OC)cc1OC,1,0,47,-20,4,-0.9,-13,2,-4,-1
CCCCOc1ccc(/C=C/C(=O)N(CC)CC(=O)Nc2ccc3c(c2)OCCO3)cc1OC,2,-4,43,.,.,-0.1,25,.,1,2
CC(=O)Nc1ccc(S(=O)(=O)N2CCN(c3ncccn3)CC2)cc1,4,-3,12,-39,-3,0.0,-6,0,4,-4
COC(=O)C(C(=O)OC)c1ncccc1[N+](=O)[O-],3,2,12,-11,3,-0.5,-4,2,-2,0
CCc1nnc(NC(=O)CSc2ccc(-c3ccc(-n4cccn4)cc3)nn2)s1,12,1,15,.,.,-21,-98,.,1,10
COc1cccc(NC(=O)Nc2nc(SC(C)(C)C)ns2)c1,12,-3,48,-63,0,1.4,-130,8,6,2
COc1ccccc1-n1c(=S)[nH]c2c(sc(=S)n2-c2ccccc2)c1=O,16,1,37,-30,-1,-0.6,-1,0,-6,0
CCc1cc2c(cc3c(=O)n(CC(=O)N4CCN(C)CC4)ncn32)s1,-1,0,6,-44,-3,-0.2,12,2,-1,0
COc1ccc(S(=O)(=O)NC(C)(C)C)cc1-c1nnc2c3ccccc3c(C)nn12,16,1,3,21,-3,0.0,41,-6,-4,-1
CCCCc1c(O)nc(SCC(=O)NCC2CCCO2)[nH]c1=O (stereo unspecified),-3,2,-5,12,0,0.2,-14,-2,-11,-2
O=C(CCc1nc2ccccc2c(=O)[nH]1)OCc1ccc(-c2ccccc2)cc1,36,0,11,-16,-5,0.0,-6,-10,5,0
COC(=O)C1=CNC=C(C(=O)OC)C1c1cccc2ccccc12,-15,0,-2,1,-2,-0.4,-9,1,-9,0
c1ccc2c(Nc3nc(-c4ccncc4)nc4ccccc34)cccc2c1,-90,2,10,-28,-2,-0.1,27,4,-87*,-3
CC(C)CC(=O)c1c[nH]c(C(=O)O)c1,3,-1,19,8,1,0.7,21,-3,2,0
CCc1ccc(C(=O)COC(=O)CNC(=O)c2ccc(N3C(=O)c4ccccc4C3=O)cc2)cc1,1,0,31,-17,2,0.2,-8,6,-3,-2
CCc1nccn1S(=O)(=O)c1cc(Br)ccc1OC,0,-4,11,-16,2,-0.4,-2,4,-7,-14
Cc1[nH]c2ccccc2c1CCNC(=O)CCC(=O)c1ccccc1,-29,-4,17,0,5,-0.1,1,0,-15,-4
COc1ccc(NC(=O)CN(C)C(=O)c2cc(CN3C(=O)c4ccccc4C3=O)ccc2OC)cc1,-7,2,30,.,.,-0.1,16,.,-1,-2
CCOC(=O)c1c(C)[nH]c(C)c1C(=O)COC(=O)c1cccc(S(=O)(=O)NC)c1,5,4,19,-34,-1,0.1,-12,1,-4,0
CCN(CC)c1ccc(C=Nc2cccnc2Cl)c(O)c1,-7,0,13,-17,5,0.0,-14,-4,-5,2
COc1ccc(-c2csc(/C(C#N)=C/Nc3ccc4c(c3)OCCO4)n2)cc1,-41,-6,8,-3,0,0.1,-14,-1,-40,-4
COc1ccc(C2Nc3ccccc3C(=O)N2c2ccc(F)cc2)cc1Cn1nnc2ccccc21 (stereo unspecified),-1,0,12,-33,-5,0.9,-21,2,1,5
O=C1CS/C(=N/N=C/c2cccs2)N1Cc1ccc(F)cc1,25,2,.,-2,2,1.2,-19,-2,9,-1
Cc1ccc(S(=O)(=O)N(C)C)cc1NC(=O)COC(=O)c1ccc2c(c1)NC(=O)CS2,-19,0,26,-16,-2,0.0,11,3,-4,-2
O=C(NCc1ccccc1)c1cccc(F)c1F,2,2,11,-31,0,-0.4,-3,-1,0,1
c1cc[n+](CCC[n+]2ccccc2)cc1,0,-1,4,-2,12,-0.5,7,4,-4,-1
Cc1nc(NC(=O)CSc2nnc3ccccn23)c(Cl)cc1Cl,3,-4,13,0,3,-0.2,-2,-9,-1,0
Cc1cccc(NC(=O)c2ccc(C)c(S(=O)(=O)N3CCCCC3)c2)n1,13,-1,25,.,.,-0.4,-116,.,11,1
CCN(CC)C(=O)Cn1cc(C(=O)C(=O)NCc2ccco2)c2ccccc21,-8,0,20,-2,5,-1.1,3,-3,6,-2
CCc1cccc2sc(N3CCN(C(=O)c4ccc([N+](=O)[O-])o4)CC3)nc12,-46,3,-9,.,.,0.3,-49,.,-39,-3
O=C(CCCc1cccs1)Nc1ccc2c(c1)OCO2,30,1,-70,-104,0,3.9,-182,-3,20,-1
CCNC(=S)NNC(=O)c1cc(-c2ccc(OC)cc2)nc2ccccc12,-37,-4,7,-24,4,-1.0,7,4,-36,-5
CC(=O)Nc1cccc(-c2nc3ccc(NC(C)=O)cc3s2)c1,27,-8,17,-122,2,2.0,-133,10,4,9
CCN(CCCNC(=O)COc1cc(=O)n(CC)c2ccccc12)Cc1ccccc1,20,0,8,-39,-1,0.0,-22,11,11,-1
CCCC(=O)OCC(=O)Nc1cc(C(C)(C)C)nn1-c1ccccc1,.,.,.,-15,3,.,.,-3,.,1
NS(=O)(=O)c1ccc(NC(=O)c2cc(-c3cc(Cl)ccc3O)n[nH]2)cc1,-10,-1,24,-21,-1,-37,-12,1,7,0
COc1cccc(OC)c1C(=O)N1CCN(S(=O)(=O)c2ccccc2)CC1,-2,-1,39,-22,-1,0.0,-18,-4,-11,-3
Cc1ccc(C)c(NCC(=O)c2ccc(Cl)cc2)c1,3,0,9,-38,4,0.8,-2,-2,-3,2
CC(=O)Nc1ccc(S(=O)(=O)c2cc(O)ccc2O)cc1,-25,-25,-17,-39,-4,-1.3,-9,0,-3,-3
CCCc1cc(=O)oc2cc(C)c(CN3CCCC3)c(O)c12,63*,0,28,-7,-2,-0.1,-9,-4,37,1
Cn1c(-c2cc3c(C(F)(F)F)nn(C)c3s2)n[nH]c1=S,9,1,13,4,5,-0.1,-9,-1,3,-2
CCOC(=O)C(=CNc1cc(C)ccc1[N+](=O)[O-])C(=O)OCC,2,0,18,-11,0,0.5,-48,-4,7,-1
COc1ccc(NC2CCCN(C(=O)CSc3ccccc3)C2)cc1OC (stereo unspecified),-1,-1,45,-9,0,-0.2,6,-2,1,0
Cc1ccc(NN2C(=O)C=C(c3ccc(Cl)cc3)C2=O)cc1,60*,-25,43,-38,-2,-0.3,-49,-2,47,-1
COC1=C(Nc2ccccc2)C(=O)c2ccccc2C1=O,16,-2,-7,-31,3,-1.8,-73,5,7,3
COc1cccc2cc(-c3ccccc3)oc12,-6,1,36,.,.,-0.5,-39,.,-4,-7
O=C(NCC1COc2ccccc2O1)c1ccc(Br)s1 (stereo unspecified),40,0,-9,-91,1,1.9,-54,2,17,-1
Cc1ccc(C)c(S(=O)(=O)N2CCCOC2CNC(=O)C(=O)NCc2ccco2)c1 (stereo unspecified),4,1,33,-14,6,-0.2,-8,4,-2,2
Cc1cccc(C)c1NC(=O)C(NC(=O)c1ccccn1)c1ccccc1[N+](=O)[O-] (stereo unspecified),38,-1,24,-6,2,-0.7,-6,-3,12,-3
CS(=O)(=O)N(CC(=O)N1CCN(c2ccccc2F)CC1)c1cc(C(F)(F)F)ccc1Cl,5,1,44,1,-4,0.0,15,-7,3,1
O=C(CNC(=O)c1ccco1)N=Nc1c(O)[nH]c2ccc(Br)cc12,10,-10,22,-16,-1,0.2,1,-10,-4,5
Nc1nc(SCC(=O)N2CCN(c3ccccc3)CC2)n[nH]1,8,6,3,-25,0,1.8,3,6,-3,-2
Cc1cc(C(=O)CN2C(=O)C(=O)N(Cc3ccccc3)C2=O)c(C)n1-c1ccccc1F,-6,-1,9,11,2,1.9,12,-1,2,0
COc1ccc(/C=C2\SC(=N)N(c3ccc(F)cc3)C2=O)cc1,31,1,-4,-5,-2,0.0,25,-5,-1,0
COc1ccc(/C=N/NC(=O)C2c3ccccc3-c3ccccc32)cc1,-7,-2,7,-2,4,0.0,-21,9,-3,-3
COc1ccc([N+](=O)[O-])cc1N(CC(=O)Nc1ccccc1C(=O)N1CCOCC1)S(C)(=O)=O,3,1,41,-25,1,-0.3,2,-3,-1,0
CCOCCCNC(=O)C1CCCN1S(=O)(=O)c1ccc(Cl)cc1 (stereo unspecified),37,1,-6,-56,-3,-0.7,-20,-6,7,-3
CCOC(=O)c1[nH]c2ccc(F)cc2c1NC(=O)c1cc(OC)c(OC)c(OC)c1,6,10,25,1,0,0.2,2,-5,0,-1

# Looked up above.
# `Cc1ccc(C)c(S(=O)(=O)N2CCCOC2CNC(=O)C(=O)NCc2ccco2)c1` (stereo unspecified) – HSF1 activator = 4
# `Cc1cc(C(=O)CN2C(=O)C(=O)N(Cc3ccccc3)C2=O)c(C)n1-c1ccccc1F` – HIF activator = 1.9

# Remaining list, next part:
SMILES,HSF1 activator,GSK3beta inhib,AI-2 QS mod,KLF5 inhibitor,HSP90 inh,HIF activator,aSyn UTR inh,IEC-6 cytotox,HSF1 inhib,GSK3 alpha inh
Cc1ccc(C(=O)N/C(=C\c2cn(C)c3ccccc23)C(=O)OCCN(C)C)cc1,-8,1,-8,10,2,0.3,-19,11,-1,-2
Cc1nnc(SCC(=O)NC(C)(C)C)n1NCc1ccc(N(C)C)cc1,-49,1,25,-13,-5,-2.5,-2,0,-32,2
O=[N+]([O-])c1ccccc1-n1cnc2ccccc21,-14,0,19,-54,0,-0.4,-6,5,-10,0
COc1ccc(C)cc1NC(=O)CN1C(=O)COc2ccc(S(=O)(=O)N3CCCCCC3)cc21,14,-2,25,-14,-4,-0.6,23,-10,3,1
Cc1nc(Nc2cccc(C(C)O)c2)c2nnn(Cc3ccc(F)cc3)c2n1 (stereo unspecified),24,-1,9,5,1,0.2,-3,11,2,9
COc1ncccc1-c1nnn(-c2ccc(Cl)c(Cl)c2)n1,45,-6,31,-17,-6,2.3,-169,-4,36,0
CC(=O)c1cccc(NC(=O)N2CCCC2C(=O)NC2CCCC2)c1 (stereo unspecified),-3,1,15,-12,4,-0.4,-27,8,3,-1
Cc1ccccc1CN1CCCC(C(=O)N2CCCCC2)C1 (stereo unspecified),20,1,6,-26,2,0.5,15,-1,-1,-1
Cc1ccc(-n2cc(CNC(C)c3cnn(C)c3)c(-c3ccc(F)cc3)n2)cc1 (stereo unspecified),5,-3,22,-6,0,-0.6,-10,0,-10,.

# Assay outcomes deposited in PubChem BioAssay by several laboratories.
